# Screening results (PubChem)
# L3MBTL1 inh – qHTS Assay for the Inhibitors of L3MBTL1 | Lethal(3)malignant brain tumor-like protein 1 (Homo sapiens), Q9Y468 | AlphaScreen L3MBTL1–H3K9me1 peptide binding | Potency, µM (series often up to 57.1 µM), without a hit: top-dose activity, negative = inhibition, usual class: inhibitors | 230,000 tested, 0.66% active; active = well fitted inhibition curve with a large enough effect; also: nearly all actives have a fitted effect of over 60% in size
#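 AlphaScreen proximity signal between nickel-chelate acceptor and streptavidin donor beads (final 10 ug/mL) reports binding of 50 nM L3MBTL1 to 75 nM biotin-H3 K9me1 peptide; complex incubated with compounds 30 min at room temperature; cefsulodin titration as control.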
# Numbers without * were called inactive; [ ] = remark or other dose. % is scaled to controls: 0 for no effect and ±100 for the full control effect; potency is read from the fitted curve at half-maximal effect. This is a subset. The share of hits here may be higher or lower than overall.
SMILES | L3MBTL1 inh
COc1ccc(C(CNS(=O)(=O)c2ccc(NC(C)=O)c(OC)c2)N2CCCCC2)cc1 (configuration not stated) | 1.0%
Cc1nnc(NC(=O)c2ccc(-c3ccc(Cl)cc3)o2)s1 | 5.2%
Sc1nnc(-c2ccc(Cl)cc2)n1Cc1ccccc1 | -3.3%
Cc1ccc2c(c1)N(C(=O)CCC(=O)NCc1cccc(Cl)c1)CC(C)O2 (configuration not stated) | -23.9%
O=C(NNC(=O)c1cccc(-n2cccc2)c1)c1ccc(F)cc1 | 22.4µM*
COc1ccc(CCNC(=O)C(=O)NCC2OCCN2S(=O)(=O)c2ccccc2)cc1 (configuration not stated) | -0.5%
COc1ccccc1CNC(=O)COC(=O)c1ccncc1 | 0.3%
COc1cccc(C(=O)NOCc2ccccc2)c1OC | 10.9%
CCOC(=O)[C@@H]1[C@H]2COc3cc(OC)ccc3[C@@H]2N2C(=O)N(c3ccc(Br)cc3)C(=O)[C@@]12C | -4.4%
COc1cccc(NC(=O)COC(=O)CCn2c(C)csc2=O)c1 | -7.6%
Cc1cc(C(C)(C)C)cc(C)c1CCNC(=O)c1c(C)noc1C | -5.9%
NC(=O)c1ccc(NC(=O)COC(=O)c2ccc3ccccc3n2)cc1 | 2.9%
CCOc1ccc(CCNC(=O)CSCC(=O)Nc2ccc(OC)cc2)cc1OCC | -0.4%
COc1ccc(S[C@@H](CCN2CC[C@H](C)CCC2=O)c2ccccc2)cc1 | 6.3%
Cc1ccc(CN(C)C(=O)c2cc(S(=O)(=O)N3CCOCC3)ccc2F)o1 | 1.1%
CC1(C)C2CCC(C2)C1(C)NC(=O)CN1CCCC1 (configuration not stated) | -2.6%
C=CCC[C@H](Cc1ccc(F)cc1)C(=O)OC[C@H](Cc1c[nH]c2ccccc12)NC(=O)[C@H](CC=C)CC(=O)NCCO | -3.2%
O=C(Nc1ccncc1)c1ccc2ncsc2c1 | -3.2%
CC[C@]12c3[nH]c4cc(CCC(=O)N(C)C)ccc4c3CCN1C(=O)[C@@H](CC(=O)NCCCOC)C[C@@H]2C(=O)N1CCN(C(=O)c2ccco2)CC1 | -1.7%
C=CC[C@@H](CC(=O)N(CCO)Cc1ccccc1)C(=O)N[C@H](COC(=O)[C@@H](CC=C)CC(=O)OC(C)(C)C)Cc1c[nH]c2ccccc12 | -3.5%
O=C(Nc1ccccc1F)c1ccc(CN2CCN(c3ccccc3)CC2)cc1 | -3.8%
CC(NC(=O)c1ccc([N+](=O)[O-])o1)C1CC2CCC1C2 (configuration not stated) | -13.8%
CCOC(=O)/C=C1\CN(CCC(C)C)S(=O)(=O)c2ccccc21 | 7.7%
CCOC(=O)/C=C/[C@H]1CC2(CCO1)SCCCS2 | 17.2%
O=C(O)c1cccc(S(=O)(=O)N2CCN(c3ccccn3)CC2)c1 | 7.9%

# The results go on.
SMILES | L3MBTL1 inh
COc1ccc(-c2sc3cc4c(cc3c2C#CC2(N)CCCCC2)OCO4)cc1 | -6.4%
COc1cc(/C=C/C(=O)OCC(=O)NC2CC2)cc(OC)c1OC | -0.1%
COc1ccc(NC(=O)Nc2ccc3c(c2)C(=O)N([C@H](C)CO)C[C@H](C)[C@@H](CN(C)C(=O)Nc2ccccc2)O3)cc1 | 0.1%
CCCCn1c(N)c(N(CC)C(=O)CCNC(=O)c2ccc(Cl)cc2)c(=O)[nH]c1=O | -0.1%
Cc1cccc(C(=O)OCC(=O)Nc2ccc3c(c2)OCCO3)c1 | -4.7%
C=CCOc1nc2sc(C)c(C)c2c(=O)n1-c1ccccc1 | -8.1%
Cc1ccc(S(=O)(=O)N2CCCCC2)cc1NC(=O)CN1C(=O)c2ccccc2S1(=O)=O | 1.2%
COc1ccc(Cl)cc1C(=O)Nc1cccc2ncccc12 | 3.2%[2.29 µM]
CC1CS(=O)(=O)CCN1N=Cc1ccc([N+](=O)[O-])o1 (configuration not stated) | -9.3%
CCN(CC)S(=O)(=O)c1ccc(N2CCOCC2)c(NC(=O)c2ccc(=O)n(C)n2)c1 | 2.1%
COc1ccc(NC(=O)c2ccc(Cl)c(S(=O)(=O)N3CC(C)OC(C)C3)c2)cn1 (configuration not stated) | -3.6%
CCOC(=O)C1=C(C)N=c2s/c(=C\c3cccc(OCC(=O)O)c3)c(=O)n2C1c1ccccc1 (configuration not stated) | -3.1%
Cc1nnc(SCC(=O)NNC(=O)COc2ccc(Br)cc2)n1C | -4.3%
Cc1cccc(C)c1NC(=O)CNC(=O)c1ccc(N2CCCC2)c([N+](=O)[O-])c1 | -1.9%
Cc1ccn2c(NC3CCCCC3)c(-c3cccc(-c4cccc(Cl)c4)c3)nc2c1 | -10.7%
O=C(Nc1ccc(F)cc1)C1CC2CCC1C2 (configuration not stated) | -1.2%
CS(=O)(=O)c1ccc2nc(NC(=O)Nc3ccccc3F)sc2c1 | 36.2%[activator]
CN(CC(=O)Nc1ccccc1Br)C(=O)CCc1nc2ccccc2c(=O)[nH]1 | 3.1%
Cc1ccc(COn2nnc3ccc(S(=O)(=O)N4CCOCC4)cc32)cc1 | -3.7%
CCCCN(C(=O)c1c(C)noc1C)c1c(N)n(CCCC)c(=O)[nH]c1=O | 6.0%
CCc1ccccc1NC(=O)C1=CN2CCS(=O)(=O)N=C2C=C1 | -5.1%
COc1cccc(C(C)NC(=O)Cc2cccs2)c1 (configuration not stated) | 1.1%
COc1ccc(S(=O)(=O)N2CCOCC2)cc1NC(=O)CSc1ncccn1 | 0.9%
CS(=O)(=O)c1ccccc1C(=O)N1CCN(S(=O)(=O)c2ccc(C3CCCCC3)cc2)CC1 | -14.2%
O=C(C[C@@H]1C/C=C\C[C@H](NC(=O)OCC2c3ccccc3-c3ccccc32)C(=O)OC[C@@H]2CCCN2C1=O)N[C@@H](CO)Cc1ccccc1 | 8.4%

# Further compounds follow.
SMILES | L3MBTL1 inh
CN(CCOc1ccccc1Cl)Cc1ccccc1 | 1.7%
C=CCC[C@H](Cc1ccc(F)cc1)C(=O)OC[C@@H](C)NC(=O)[C@@H](CC=C)CC(=O)N[C@@H](CO)Cc1ccccc1 | 8.8%
O=C(CN1C(=O)NC2(CCCCCC2)C1=O)c1cccs1 | 3.0%
O=C(COC(=O)Cc1ccc(Cl)cc1Cl)NC1CC1 | 2.1%
COC(=O)CCN1CCN(S(=O)(=O)c2ccc3c(c2)OCCO3)CC1 | 0.8%
CCN(C(=O)COC(=O)c1cc(OC)ccc1Br)C1CCS(=O)(=O)C1 (configuration not stated) | 33.8%[activator]
CCC(CO)Oc1cc(NCc2cccc(C)c2)c2ncn(C(C)C)c2c1 (configuration not stated) | -8.5%
COc1ccccc1NS(=O)(=O)c1ccc(C(=O)NCC(c2ccc(F)cc2)N2CCOCC2)cc1 (configuration not stated) | -5.0%
CC(=O)N(CCc1cccc(C)c1)Cc1cc2cc(C)ccc2[nH]c1=O | -3.5%
CN(C)S(=O)(=O)c1cccc(COC(=O)CNC(=O)c2ccc(Br)o2)c1 | 6.7%
CCC(CO)Oc1cc(NC(=O)c2ccccc2)c2ncn(C(C)C)c2c1 (configuration not stated) | -9.5%
Cc1ccc(NS(=O)(=O)c2cccc(C(=O)NCC(c3cccs3)N3CCOCC3)c2)cc1 (configuration not stated) | -12.8%
CC(CN1CCC(O)CC1)c1ccccc1 (configuration not stated) | -3.6%
CC(C)(C)OC(=O)C[C@@H]1C/C=C\C[C@H](CC(=O)NCCO)C(=O)N2CCC[C@@H]2COC1=O | 12.0%
O=C(NC1CC1)c1cccc(S(=O)(=O)Nc2ccccc2F)c1 | 1.5%
CC1Cc2ccccc2N1C(=O)COC(=O)c1ccc(N(C)C)cc1 (configuration not stated) | 12.7%
CCCn1c(SCC(=O)NCCCN2CCCC2=O)nc2ccccc2c1=O | 5.2%
CCc1ccc(C(=O)NNC(=O)c2n[nH]c(=O)c3ccccc23)cc1 | 2.6%
Fc1ccccc1N1CCN(C2CCCN(Cc3cccc(C(F)(F)F)c3)C2)CC1 (configuration not stated) | -6.1%
COc1ccccc1/C=N/N1CCN(Cc2ccccc2Cl)CC1 | 0.4%[2.29 µM]
COc1ccc(OCC(O)CN(C)C(=O)C(C)Oc2ccccc2)cc1 (configuration not stated) | 4.3%
CN(Cc1ccco1)C(=O)c1ccc(S(=O)(=O)N2CCCCCC2)cc1 | -1.6%
CCc1noc(C)c1C(=O)Nc1cc(S(=O)(=O)N2CCOCC2)ccc1N1CCN(CC)CC1 | 1.3%
COCCNC(=O)C1(S(=O)(=O)c2ccccc2)CC=CC1 | 3.1%
CCCn1nc(C(=O)NNC(=O)C2CSC3(C)CCC(=O)N23)c2ccccc2c1=O (configuration not stated) | 1.8%

# (more compounds)
SMILES | L3MBTL1 inh
O=C(COC(=O)c1ccc(Br)o1)NCC1CCCCC1 | 5.8%
COc1ccc(NC(=O)CN(C)C(=O)c2ccc(S(=O)(=O)Nc3ccccc3F)cc2)cc1 | 2.9%
O=C(Nc1sc2c(c1C(=O)O)CCC2)c1ccccc1Cl | 32.9%[activator][2.29 µM]
COc1ccc(-c2c(C#Cc3ccsc3)c3cc(Br)ccc3n2C)cc1 | 16.6%
O=C(CCS(=O)(=O)c1ccc(F)cc1)N1CCN(c2ccccc2)CC1 | 4.8%
CC1CCC(NC(=O)CCC(=O)N2CC(C)Oc3ccccc32)CC1 (configuration not stated) | 14.4%
Cc1ccc(S(=O)(=O)N2CCCCC2)cc1NC(=O)c1cc(=O)[nH]c2ccccc12 | -4.8%
CN(CC(=O)Nc1ccc(F)cc1)C(=O)CCc1nc2ccccc2c(=O)[nH]1 | 14.9%
CN1CCN(S(=O)(=O)c2ccc(N(C)Cc3ccc(OC(F)F)cc3)c([N+](=O)[O-])c2)CC1 | -22.5%
COC(=O)c1c(C(=O)OC)c2ccccn2c1C(=O)c1ccccc1 | 10.3%
CCCCNc1ncnc2c1nnn2Cc1ccccc1Cl | -1.6%
O=C(CCNC(=O)c1ccc(Cl)cc1)Nc1cccc(S(=O)(=O)N2CCCCC2)c1 | -13.4%
O=C(c1cn(Cc2ccccc2)nc1-c1cccnc1)N1CCc2ccccc2C1 | 2.5%
COc1ccccc1C(=O)NCC(=O)N1CCN(C/C=C/c2ccccc2)CC1 | 0.6%
COc1ccccc1C(=O)NCCC(=O)NCc1cccnc1 | -0.7%
COc1ccc(NC(=O)CSc2nnc(Cc3ccccc3)c(=O)n2N)cc1OC | 2.1%
COc1ccc(NC(=O)COC(=O)c2cc(Cl)ccc2O)cc1S(=O)(=O)N1CCCCC1 | -1.3%
COC(=O)c1cccc(NC(=O)c2cccc(N3C(=O)CCC3=O)c2)c1 | 6.8%
Cc1ccc2nc(SC(C)C(=O)NC3CCCC3)[nH]c2c1 (configuration not stated) | 1.0%
COc1ccccc1C(=O)NCCC(=O)N1CCN(S(=O)(=O)c2ccccc2C(F)(F)F)CC1 | -6.5%
CCCSc1ccc([C@@H]2[C@@H]3C(=O)N(CC)C(=O)[C@@H]3[C@]3(C(=O)OC)CCCCN23)cc1OC | 19.7%
CC(C)(C)OC(=O)NC1CNNC1=O (configuration not stated) | -2.0%
CC1(C)Cc2cccc(OCC(=O)OCc3nnc(-c4ccc([N+](=O)[O-])cc4)o3)c2O1 | -6.4%
C=CCOc1ccc(CNCc2cccnc2)cc1 | 2.0%
CCc1ccccc1NC(=O)c1cnn(-c2ccccc2)c1C | 2.6%

# 4 entries from above, set out differently:
Cc1cccc(C)c1NC(=O)CNC(=O)c1ccc(N2CCCC2)c([N+](=O)[O-])c1
  L3MBTL1 inh = -1.9%
Cc1ccn2c(NC3CCCCC3)c(-c3cccc(-c4cccc(Cl)c4)c3)nc2c1
  L3MBTL1 inh = -10.7%
O=C(Nc1ccc(F)cc1)C1CC2CCC1C2 (configuration not stated)
  L3MBTL1 inh = -1.2%
CS(=O)(=O)c1ccc2nc(NC(=O)Nc3ccccc3F)sc2c1
  L3MBTL1 inh = 36.2%[activator]

# Next part.
SMILES | L3MBTL1 inh
Cc1ccc(C)c(OCCC(=O)OCC(=O)NC2CCCC2)c1 | 7.6%
CSc1cccc(NC(=O)COC(=O)C2CCN(S(=O)(=O)c3ccccc3)CC2)c1 | -2.7%
CCOc1ccc(S(=O)(=O)Nc2cccc(C(=O)NCCCn3ccnc3)c2)cc1 | 0.0%
C[C@H](CO)N1C[C@H](C)[C@@H](CN(C)C)Oc2c(NS(=O)(=O)c3ccccc3)cccc2C1=O | 0.6%
N#CC1(NC(=O)COC(=O)c2ccccc2[N+](=O)[O-])CCCCC1 | -1.6%
NS(=O)(=O)c1cccc(NC(=O)CSc2nnc(C3CC3)n2-c2ccccc2)c1 | -5.9%
CN(CC(=O)Nc1ccc(F)cc1)C(=O)C1CCN(C(=O)Nc2ccccc2)CC1 | 0.6%
COC(=O)N1C(=O)[C@](c2ccc(OC)cc2)(C(C)C)N1C(=O)OC | 7.7%
CCN(CC)CCn1c2c(c(SCC(=O)Nc3cc(OC)cc(OC)c3)nc1=O)CCC2 | -0.7%
Cc1cc(C(=O)COc2ccc(F)cc2Br)c(C)n1C1CC1 | -10.1%
Cc1ccc(NC(=O)CSCC(=O)Nc2nnc(C3CC3)s2)cc1 | 9.9%
CCOc1ccc(S(=O)(=O)N2CCN(C(=O)Cc3ccc(S(=O)(=O)N4CCOCC4)s3)CC2)cc1 | 0.2%
CCN(CC)C(=O)[C@H]1CC(CC(=O)NCc2cccc(C(F)(F)F)c2)C(=O)N2CCc3c([nH]c4ccccc34)[C@]12C (some centres not stated) | -6.4%
COc1ccccc1-c1sc2cc3c(cc2c1-c1ccc(O)cc1)OCO3 | -8.7%
